TROY signal inh: blocks TROY-dependent signaling in reporter cells | Q293 LMP1-TROYcd NF-kB luciferase reporter, 4 h | inhibition, % at 10 µM | hit rate 0.98% among 360,000;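 active = compounds whose plate-normalised and pattern-corrected inhibition of the luciferase reporter signal at the single screening dose is 50% or more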
ABHD5-PLIN5 inh: ABHD5-PLIN5 protein interaction inhibition. Q00G26+Q8WTS1. Split G. princeps luciferase complementation, luminescence, 4 h. inhibition, % at 4 µM. hit rate 0.78% among 360,000. AID 602281;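 active = inhibition above the mean inhibition across every tested compound plus 3 SD, cut at about 22% in these data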;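 note: 0% = DMSO only wells and the 100% control is not disclosed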
TWEAK Fn14 block: TWEAK-Fn14 signaling inhibition; TWEAK-stimulated Fn14 reporter cells, luciferase luminescence, 8 h; inhibition, % at 10 µM; hit rate 2% among 360,000; AID 1159606; in the data active = inhibition above about 50%
NOD2-RIPK2 inh: blocks binding of human NOD2 to RIPK2; O43353; CHO BLA complementation NOD2-RIPK2, CCF4 ratio; inhibition, % at 4.98 µM; hit rate 0.38% among 360,000; in the data active = inhibition above about 21%;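 note: 0% = vehicle only and 100% = reference blocker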
Exocytosis inh: lytic granule exocytosis inhibition | TALL-104 LAMP-1 surface exposure, flow cytometry; cells stimulated with thapsigargin and PMA | inhibition, % at 10 µM | hit rate 0.66% among 360,000 | AID 651702;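 active = inhibition above about 55%, limit read from the data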
TLR9-MyD88 block: blocks human TLR9 binding to MyD88. CHO BLA complementation TLR9-MyD88, CCF4 FRET ratio. hit rate 0.21% among 340,000. AID 504734. Q9NR96+Q99836. inhibition, % at 4.98 µM;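 active = inhibition above the mean over all tested compounds plus 3 SD, cut at about 21% in these data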;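 note: 0% = DMSO only wells and 100% = clavulanate BLA inhibitor control wells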
NCOA2 inhibitor: human SRC2 (NCOA2) inhibition | HEK293 GAL4-SRC2 luciferase reporter, luminescence | inhibition, % at 9 µM | hit rate 0.17% among 370,000;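 active = inhibition above the mean inhibition of all tested compounds plus 3 SD, set per campaign, cut at about 52% in these data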;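 note: 0% = DMSO treated cells and 100% = cells given Gossypol at 36 µM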
Target sequence (Q15596 whole entry, looked up, the tested form may be a part): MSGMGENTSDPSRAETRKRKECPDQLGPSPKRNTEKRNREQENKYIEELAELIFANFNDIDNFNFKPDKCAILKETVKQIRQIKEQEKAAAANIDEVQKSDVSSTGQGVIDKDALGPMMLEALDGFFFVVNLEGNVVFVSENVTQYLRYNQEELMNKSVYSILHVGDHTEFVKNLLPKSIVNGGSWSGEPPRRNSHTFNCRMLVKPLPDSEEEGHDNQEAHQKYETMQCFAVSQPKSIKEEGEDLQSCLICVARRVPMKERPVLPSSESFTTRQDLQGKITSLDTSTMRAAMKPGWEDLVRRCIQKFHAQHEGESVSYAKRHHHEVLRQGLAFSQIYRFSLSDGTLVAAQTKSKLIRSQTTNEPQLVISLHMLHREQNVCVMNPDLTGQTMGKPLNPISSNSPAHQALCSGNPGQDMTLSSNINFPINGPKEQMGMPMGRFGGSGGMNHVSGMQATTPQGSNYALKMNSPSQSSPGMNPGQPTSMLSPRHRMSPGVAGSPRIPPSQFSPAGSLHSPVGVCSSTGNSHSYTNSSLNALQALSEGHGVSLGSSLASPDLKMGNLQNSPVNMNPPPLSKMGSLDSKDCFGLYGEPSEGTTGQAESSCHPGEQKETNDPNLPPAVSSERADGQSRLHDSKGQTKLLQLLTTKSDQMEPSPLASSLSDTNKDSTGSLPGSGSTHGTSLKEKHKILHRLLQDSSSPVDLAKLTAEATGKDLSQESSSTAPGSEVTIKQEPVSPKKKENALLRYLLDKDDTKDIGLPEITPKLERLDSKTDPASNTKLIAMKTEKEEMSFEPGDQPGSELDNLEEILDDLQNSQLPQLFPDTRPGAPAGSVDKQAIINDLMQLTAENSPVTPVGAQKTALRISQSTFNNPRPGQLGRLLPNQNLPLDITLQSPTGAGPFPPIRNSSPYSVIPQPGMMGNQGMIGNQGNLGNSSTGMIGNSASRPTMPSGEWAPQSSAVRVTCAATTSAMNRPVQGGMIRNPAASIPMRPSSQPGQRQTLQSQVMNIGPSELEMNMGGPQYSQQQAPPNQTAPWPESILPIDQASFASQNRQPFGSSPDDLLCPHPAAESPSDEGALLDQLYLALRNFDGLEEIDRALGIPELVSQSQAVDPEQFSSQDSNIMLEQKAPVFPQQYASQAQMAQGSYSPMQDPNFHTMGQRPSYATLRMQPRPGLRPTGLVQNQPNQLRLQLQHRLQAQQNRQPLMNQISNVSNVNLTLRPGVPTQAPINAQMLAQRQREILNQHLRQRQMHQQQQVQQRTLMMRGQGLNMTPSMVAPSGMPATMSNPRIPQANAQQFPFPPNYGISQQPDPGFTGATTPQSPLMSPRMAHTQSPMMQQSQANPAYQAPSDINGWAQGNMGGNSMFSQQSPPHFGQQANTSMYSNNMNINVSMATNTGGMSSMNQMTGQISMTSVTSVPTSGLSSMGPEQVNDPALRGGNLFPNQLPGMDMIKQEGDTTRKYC
COUP-TFII inh: NR2F2 (human) inhibition, primary screen. inhibition, % at 8.6 µM. P24468. HEK293T NGFI-A luciferase reporter, luminescence. AID 686940. hit rate 0.7% among 370,000;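 active = inhibition above a per-plate cutoff, mean inhibition of test wells between control levels plus 3 SD, cut at about 38% in these data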;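 note: cells cotransfected with COUP-TFII expression vector driving the NGFI-A reporter; 0% = median of COUP-TF2 test wells and 100% = reporter-only cells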
SRC1 inh: inhibits human SRC1 coactivator; HEK293 GAL4-SRC1 luciferase reporter, luminescence; inhibition, % at 3.6 µM; hit rate 0.12% among 360,000; AID 588354;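 active = inhibition above the campaign mean plus 3 SD, with each screening campaign given its own cutoff, cut at about 60% in these data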;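 note: 0% = DMSO treated cells and 100% = gossypol at 36 µM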
NR5A2 inv ag: inverse agonists of human LRH-1 (NR5A2); O00482; HEK293T StAR-luciferase reporter, LRH-1 transfected, 24 h; inhibition, % at 3.6 µM; hit rate 0.13% among 360,000;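 active = inhibition above the mean inhibition of all tested compounds plus 3 SD, cut at about 73% in these data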;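 note: 0% = DMSO wells and 100% = reporter-only cells lacking LRH-1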
SRC3 inh: inhibits human SRC3 coactivator; Q9Y6Q9; HEK293 GAL4-SRC3 luciferase reporter, luminescence; inhibition, % at 3.6 µM; hit rate 0.17% among 360,000;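 active = inhibition above a per-campaign cutoff, the mean of all compounds plus 3 SD, cut at about 60% in these data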;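 note: 0% = DMSO-treated cells and 100% = gossypol-treated cells at 36 µM; higher means less SRC3-driven luciferase light from the GAL4 reporter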
The depositor's hits bear a star; x = not tested or not shown; & = joins results of further samples. Some of the compounds tested; count on the stated rates, not on these rows.

SMILES	TROY signal inh	ABHD5-PLIN5 inh	TWEAK Fn14 block	NOD2-RIPK2 inh	Exocytosis inh	TLR9-MyD88 block	NCOA2 inhibitor	COUP-TFII inh	SRC1 inh	NR5A2 inv ag	SRC3 inh
Cc1ccc(OCC(=O)N(C)CC(=O)Nc2ccc(F)cc2)c([N+](=O)[O-])n1	-1	-2	28	-5	-6	-15	-16	-10	-9	8	7
CC1COc2c3ccccc3nn21 (stereo unspecified)	-8	4	16	-5	-6	x	-29	-3	x	15	x
Cc1occc1C(=O)Nc1ccc(S(=O)(=O)N2CCN(C)CC2)cc1	14	-3	1	-17	2	-13	1	-9	8	3	10
CCC(C)NC(=O)C1CCN(S(=O)(=O)c2ccc3c(c2)CC(C)N3C(C)=O)CC1 (stereo unspecified)	-13	-2	1	3	-1	11	2	5	-2	-5	-1
C=CCn1c2ccccc2c2nnc(SCC(=O)NC(C(=O)OC)C(C)C)nc21 (stereo unspecified)	8	-8	-2	-1	-8	-1	-9	1	-9	15	2
Cc1ccc(Nc2cnn(C34CC5CC(CC(CC(=O)O)(C5)C3)C4)c(=O)c2Cl)cc1	11	-2	6	-6	0	1	13	15	-21	-1	2
Cn1c(=O)c2c(nc(N3CCOCC3)n2CCCNC2=NCCC2)n(C)c1=O	-17	9	0	0	-1	3	-20	-6	0	14	2
CN(NC(=O)c1ccc(Cl)cc1Cl)C1=NS(=O)(=O)c2ccccc21	-11	9	-9	-1	-10	-1	-19	-9	-9	8	-3
O=C(NCc1ccccc1F)C(=O)NCC1CCCN1S(=O)(=O)c1ccccc1 (stereo unspecified)	-13	-13	-11	3	-12	4	0	23	-18	-19	-8
COCCN(C(=O)CSc1nn(-c2ccc(F)cc2)c(=S)s1)c1c(N)n(CC(C)C)c(=O)[nH]c1=O	0	9	-10	-2	-4	-6	-17	16	-16	14	-1
Cc1cccc(CS(=O)(=O)Cc2ccc(C(=O)NC3CCCCCC3)o2)c1	-10	-5	5	-3	6	-10	-12	-1	13	-3	26
N#CC(=C1NC(=O)c2ccccc21)c1nc2ccccc2n1CCO	-48	-3	-79	1	3	-2	-10	-10	-44	-6	-35
C/C(CC(=O)Nc1ccc(N(C)C)cc1)=N\NC(=O)c1ccccc1O	56*	-12	24	-5	-8	-5	-13	-32	-36	-31	-29
CCSc1ccc2nnc(-c3ccc(F)cc3)n2n1	-13	2	-20	0	-1	-11	-2	-6	16	0	30
CS(=O)(=O)Nc1ccc(Oc2ncccn2)cc1	-1	5	31	-4	4	-1	1	14	-21	-2	-15
Cc1ccc(NC(=O)CSc2nccn2Cc2ccccc2)cc1C	-66	-3	-27	14	-3	-24	-3	-18	-40	-49	-41
O=C(NNc1nc2c(F)cccc2s1)c1ccccc1	5	-5	-3	-23	0	-5	-29	-4	-21	5	3
O=C(O)C(Cc1ccccc1)Nc1ccc([N+](=O)[O-])cc1[N+](=O)[O-] (stereo unspecified)	-59	-10	-3	-9	13	2	-98	-5	-23	-15	-17
COc1ccc2c(-c3ccccc3)cc(SCC(=O)NC3CCS(=O)(=O)C3)nc2c1 (stereo unspecified)	5	2	25	3	-1	6	-3	5	8	2	-6
Cc1cc(C)c(S(=O)(=O)N2CCN(C(=O)c3c(C)nn(-c4ccccc4)c3Cl)CC2)c(C)c1	34	-1	46	2	5	4	-1	9	3	0	-17
CNC(=O)COC(=O)c1cc(F)c(F)cc1Cl	0	-2	87*	1	-2	-10	-6	11	5	17	9
Cc1ccc(-c2cc(C(=O)NC3CCCC3)no2)cc1	-13	0	24	-8	-5	5	-65	-44	-136	-154	-112
COc1ccc(CNC(=O)c2cccnc2SC)cc1OC	-17	-4	3	4	2	3	5	4	-3	-7	-9
COc1ccc(S(=O)(=O)NCC2CCCN(CC(C)(C)C)C2)cc1 (stereo unspecified)	13	-1	10	-2	-6	-5	3	14	13	-1	15

An excerpt from above in order of SMILES length, lowest first.
SMILES	TROY signal inh	ABHD5-PLIN5 inh	TWEAK Fn14 block	NOD2-RIPK2 inh	Exocytosis inh	TLR9-MyD88 block	NCOA2 inhibitor	COUP-TFII inh	SRC1 inh	NR5A2 inv ag	SRC3 inh
COc1ccc(S(=O)(=O)NCC2CCCN(CC(C)(C)C)C2)cc1 (stereo unspecified)	13	-1	10	-2	-6	-5	3	14	13	-1	15
C/C(CC(=O)Nc1ccc(N(C)C)cc1)=N\NC(=O)c1ccccc1O	56*	-12	24	-5	-8	-5	-13	-32	-36	-31	-29
Cc1ccc(OCC(=O)N(C)CC(=O)Nc2ccc(F)cc2)c([N+](=O)[O-])n1	-1	-2	28	-5	-6	-15	-16	-10	-9	8	7

Further entries
SMILES	TROY signal inh	ABHD5-PLIN5 inh	TWEAK Fn14 block	NOD2-RIPK2 inh	Exocytosis inh	TLR9-MyD88 block	NCOA2 inhibitor	COUP-TFII inh	SRC1 inh	NR5A2 inv ag	SRC3 inh
Cc1ccc2nc(Cl)c(/C=N/Nc3nc(C)cc(C)n3)c(=O)n2c1	-33	1	-17	19	6	5	-14	-1	-19	-27	9
O=C1CCN(Cc2ccccc2)S(=O)(=O)c2ccc(F)cc21	0	4	-4	-13	6	-5	-7	-6	-3	-24	9
CCOC(=O)N1CCN(CC(=O)c2ccc3c(c2)CCN3C(C)=O)CC1	-12	9	-27	-15	7	-2	-10	2	0	-10	0
Cc1ccc(NC(=O)c2ccc3c(c2)C(=O)N(Cc2cccnc2)C3=O)c(C)c1	-25	-2	35	-4	-2	2	-23	6	-26	6	9
OCOCCCn1c(C2CCCN2c2nc(-c3ccc(F)cc3)cs2)nc2cc(Cl)c(N3CCCCC3)cc21 (stereo unspecified)	-19	-2	8	-3	-15	5	2	-8	2	7	15
Cc1ccc(NC(=O)CNc2cc(S(=O)(=O)N3CCOCC3)ccc2N2CCOCC2)cc1S(=O)(=O)N(C)C	2	-6	-13	3	16	11	-45	-7	10	-3	-12
C=CCNC(=S)NNC(=O)c1ccc(=O)n(Cc2ccccc2)c1	10	-1	-8	-3	-3	x	-2	14	-2	4	-1
CCC(Sc1nc2cc(OC)c(OC)cc2c(=O)n1Cc1ccco1)C(=O)NCCOC (stereo unspecified)	18	-1	6	-5	-4	-4	-10	15	-1	2	18
Cc1ccc(NC(=S)c2ccc3ccccc3n2)c(C)c1	-76	-14	-27	-10	-24	1	-47	-20	-59	-1	-36
COc1ccccc1N1CCN(S(=O)(=O)c2c(C)[nH]c(C)c2C(=O)N2CCCC2)CC1	-1	12	-2	-4	-3	-11	28	2	13	2	-10
COc1cc(OC)cc(C(=O)NNC(=S)NC(=O)c2cccnc2)c1	9	0	1	-4	-6	-1	-20	5	8	21	-8
COC(=O)C1CCN(C(=O)COC(=O)C2CCN(S(=O)(=O)c3ccc4c(c3)OCCO4)CC2)CC1	-20	6	-2	-10	0	-15	-24	-5	-14	5	5
O=C(Nc1ccccc1Cl)OC1CCCCC1	-26	3	-27	-9	3	4	-20	-9	-23	2	-12
COC(=O)/C(C#N)=C/c1c(N2CCN(c3ccccc3)CC2)nc2c(C)cccn2c1=O	-32	9	6	-3	25	10	5	15	-21	-1	10
Nc1nnc(SCc2ccc(F)cc2)n1-c1ccccc1	-16	2	11	-1	-1	3	6	-18	-7	21	5
COc1ccccc1CN1CCNC(=O)C1CC(=O)NCCCN1CCOCC1 (stereo unspecified)	6	2	10	8	-6	1	3	9	-6	-16	-1
CC(=O)N1c2ccc(S(=O)(=O)NCC3CCC(C(=O)NCc4ccc(C)o4)CC3)cc2CC1C (stereo unspecified)	-6	5	16	0	4	6	-8	1	-4	8	-1
COc1ccc(NC(=O)Cn2c(-c3ccc(OC)cc3)cn(-c3ccc(C)cc3)c2=O)cc1	-29	4	-9	7	-3	-18	x	x	-37	-39	-28
COC(=O)c1ccc(Nc2cc(C)nc3ccc(C)cc23)cc1	-25	4	-16	5	20	2	2	7	15	9	22
CCN(CC)CCCNC(=O)c1sc2ncn(CC(=O)Nc3ccc(C)c(Cl)c3)c(=O)c2c1C	-5	4	-19	2	-7	-3	2	1	9	8	26
CN1CCN(C(=O)/C(C#N)=C/c2ccc(OC(F)F)cc2)CC1	1	4	-10	-11	3	2	-10	-20	-11	-2	17
O=C(COc1ccccc1)N1CCN(c2ccc([N+](=O)[O-])c(N3CCCCC3)c2)CC1	2	4	-12	-2	-2	0	4	12	1	42	12
CC(C)c1nnc(NC(=O)C2CCCO2)s1 (stereo unspecified)	1	-6	-5	-15	4	-9	13	-20	-15	-30	-2
CC(=O)N1CCN(C(=O)COc2ccc3oc4c(c3c2)CCCC4)CC1	-1	1	-3	-15	-4	3	-9	8	-33	7	16
CCN1CCN(c2ccc(S(=O)(=O)N3CCCCC3)cc2NC(=O)CCNC(C)=O)CC1	0	-1	5	-10	-2	4	1	1	-11	4	17
CN(Cc1ccccc1)S(=O)(=O)c1ccc(Cl)c(C(=O)NCc2ccncc2)c1	11	9	-10	-11	-3	-5	-11	-8	-3	-8	2
CCN(CC)C(=O)c1ccc(COc2ccccc2Br)o1	-29	3	-25	-9	-5	9	-26	-15	-24	-25	-1
O=C(CCn1nnc2ccccc21)N1CCC(O)(c2cccc(F)c2)CC1	-9	4	-3	0	4	-3	2	8	12	-8	-3
O=C(COc1ccccc1-c1ccccc1)N/N=C/c1cccc2ccccc12	28	1	18	12	5	-2	3	-8	0	13	-10
CCOc1ccc(CCNC(=O)COC(=O)COc2ccc(C(=O)CC)cc2)cc1OCC	-19	3	3	-2	-1	-1	16	5	1	-10	10
CCN(CC(=O)Nc1c(F)cccc1F)C(=O)CCCc1cccs1	-12	9	8	3	-2	2	-2	1	4	4	18
O=C(COc1ccc(Cl)cc1Br)OCC(=O)c1ccc[nH]1	-3	7	-31	-1	2	2	-5	-8	2	16	-9
CCOC(=O)c1oc2nc(CC(C)C)c3c(c2c1N)CCCC3	25	-2	8	3	10	-1	-15	3	6	17	7
Cc1ccc(NC(=O)c2ccc(OC(=O)CCN3C(=O)c4ccccc4C3=O)cc2)cc1	-67	2	-17	-9	1	2	-26	-23	-87	-27	-79
CN1CCN(CCc2nc3cc(NC(=O)COc4ccc([N+](=O)[O-])cc4)ccc3n2C)CC1	12	-7	17	-15	-8	-7	7	10	11	7	-13
O=C(c1cc(-c2ccc(Cl)cc2)on1)N1CCCCCC1	-19	4	5	1	3	-1	-42	-31	-97	-112	-112
Cn1c(=O)c2c(nc(NCCNC(=O)c3ccco3)n2Cc2ccc(F)cc2)n(C)c1=O	4	5	31	3	-11	-6	12	7	-4	17	16
COc1ccc(C2=NCN(c3ccc(C)cc3)C(=S)N2)cc1	-58	-1	-18	-4	-1	-3	-17	-20	-63	-101	-76
COc1ccc(C(=O)C2CCCN(Cc3ccc(NC(C)=O)cc3)C2)cc1OC (stereo unspecified)	14	-2	-5	-4	2	0	-5	-8	-13	11	10
COCC(C)NC(=O)CSc1nnc(-c2cccc(S(=O)(=O)N3CCCCC3)c2)o1 (stereo unspecified)	-8	5	22	5	1	-3	12	2	8	-9	2
Cc1cccc(NC(=O)c2ccc(COc3cccc4ccccc34)o2)n1	-11	-2	17	-9	4	-4	10	-1	-6	10	-13
COc1ccc(/C=c2\sc3nc(-c4ccccc4)c(-c4ccccc4)n3c2=O)cc1OC	1	-7	7	-14	-1	-3	4	5	-13	9	16
CCC(=O)Nc1sc(C(=O)Nc2ccccc2OC)c(C)c1C(=O)OC	3	-3	-1	-3	6	2	1	11	0	8	14
COc1ccc(NS(=O)(=O)c2ccc(N3CCOCC3)c(NC(=O)c3ccccc3Cl)c2)cc1	-21	8	-9	-6	1	-4	-16&-8	-3&-1	-4	5	3
